# CASP6 VEID inh = human caspase-6 inhibitors, primary screen, biochemical, VEID-R110 fluorescence, single point, set 2; P55212; purified caspase-6, Z-VEID-R110 cleavage fluorescence; inhibition, % at 12.5 µM; 350,000 compounds, 0.53% hits; AID 686996, 2013;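 active = mean inhibition across replicates at least about 35%, with every replicate also reaching that limit, limit read from the data; inconclusive = only one of the two criteria met; inactive = neither criterion met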;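 note: 0% = median of neutral control wells and 100% = no fluorescence left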
# ERp5 block = inhibitors of ERp5-driven insulin aggregation, primary screen, biochemical, turbidity, absorbance 650 nm, single point | Protein disulfide-isomerase A6 (Homo sapiens), Q15084 | 90 min | inhibition, % at 9.99 µM | 350,000 compounds, 0.05% hits;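 active = mean replicate inhibition above about 25%, with every replicate also reaching it, limit read from the data, passing the limit was not always enough; inconclusive = only one of those two criteria met; inactive = neither criterion met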
# miR-122 sensor = miR-122 Renilla sensor signal increase in Huh7, primary screen, miR-122 inhibitor project, cell-based, single point, plate reader. activation (reporter increase), % at 12.5 µM. Huh7 miR-122 Renilla luciferase sensor, 48 h; neutral wells = 0, positive control = 100. 340,000 compounds, 0.3% hits;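 active = mean replicate activation score at least 90 and every replicate individually at or above 90; inconclusive = only one of the two criteria met; inactive = neither criterion met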;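 note: higher luciferase means less miR-122 activity so hits act as miR-122 inhibitors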
# ERAP1 HTS inh = human ERAP1 aminopeptidase inhibitors, primary screen, biochemical, single point, plate reader; AID 652197, 2013; inhibition, % at 10.7 µM; recombinant ERAP1, Leu-AMC fluorescence, 60 min; 340,000 compounds, 0.15% hits;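 active = mean replicate inhibition of at least 30%, or all replicates individually reaching that 30% level; inactive = mean below 30% and not every replicate reaching it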;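 note: 0% = neutral control wells and 100% = L-leucinethiol positive control wells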
# Target sequence (Q9NZ08 whole entry, looked up): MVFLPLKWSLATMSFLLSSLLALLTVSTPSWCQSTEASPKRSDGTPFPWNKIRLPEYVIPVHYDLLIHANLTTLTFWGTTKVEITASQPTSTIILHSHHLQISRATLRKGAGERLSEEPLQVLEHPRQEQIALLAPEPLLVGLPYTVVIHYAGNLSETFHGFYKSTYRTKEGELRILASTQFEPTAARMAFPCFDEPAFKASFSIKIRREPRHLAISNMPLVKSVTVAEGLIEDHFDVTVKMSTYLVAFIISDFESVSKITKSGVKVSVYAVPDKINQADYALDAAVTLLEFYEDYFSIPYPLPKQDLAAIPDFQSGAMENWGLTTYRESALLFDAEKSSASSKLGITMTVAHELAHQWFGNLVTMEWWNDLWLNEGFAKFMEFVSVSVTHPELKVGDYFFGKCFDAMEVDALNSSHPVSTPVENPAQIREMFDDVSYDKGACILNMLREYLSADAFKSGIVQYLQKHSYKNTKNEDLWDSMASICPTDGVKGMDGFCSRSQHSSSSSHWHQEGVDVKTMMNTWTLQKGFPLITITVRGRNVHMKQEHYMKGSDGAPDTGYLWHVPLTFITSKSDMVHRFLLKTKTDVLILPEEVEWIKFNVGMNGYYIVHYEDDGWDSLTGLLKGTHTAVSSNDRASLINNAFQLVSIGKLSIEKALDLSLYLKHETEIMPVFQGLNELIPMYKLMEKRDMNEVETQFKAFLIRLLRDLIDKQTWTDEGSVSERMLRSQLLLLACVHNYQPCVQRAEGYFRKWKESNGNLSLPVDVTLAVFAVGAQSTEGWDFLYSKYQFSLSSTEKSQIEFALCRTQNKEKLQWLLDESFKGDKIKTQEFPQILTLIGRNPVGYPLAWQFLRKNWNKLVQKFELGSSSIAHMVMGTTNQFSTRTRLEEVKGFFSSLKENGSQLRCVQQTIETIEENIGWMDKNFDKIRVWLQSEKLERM
# CFTR F508del cor = F508del CFTR correction, initial screen, CFBE line, single point. CFBE cells, YFP halide quenching; stimulated with forskolin plus potentiator P3; % fluorescence drop versus neutral controls. activity (quench increase), % at 7.58 µM. 350,000 compounds, 0.36% hits. AID 720511, 2013;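 active = mean added fluorescence quench of at least 8% versus neutral control, with both replicates also reaching 8%; inconclusive = only one of the mean or replicate conditions met; inactive = mean below 8% and not both replicates reaching 8%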;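 note: cells transiently co-express mutant CFTR-F508del with the halide-sensitive YFP; corrector assay measuring rescue of mutant channel to the surface after 24 h compound exposure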
# DENV2 CPE rescue = inhibitors of DENV2 cytopathic effect, primary screen, cell-based, plate reader, single concentration; DENV2-infected cells, cytopathic effect rescue; CPE inhibition, % at 9.99 µM; 350,000 compounds, 1.7% hits; in the data active = CPE inhibition above about 20%, passing the limit was not always enough; inconclusive = no clear call, values can overlap the other calls; tested in BHK-21 cells;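 note: 0% = median of neutral control wells and 100% = median of positive control wells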
# SIRT5 inh = SIRT5 desuccinylase inhibitors, primary screen, biochemical, fluorescence imaging, single point, set 5. NAD-dependent protein deacylase sirtuin-5, mitochondrial (Homo sapiens), Q9NXA8. Purified SirT5, succinyl-peptide AMC, trypsin-coupled fluorescence. inhibition, % at 15 µM. 330,000 compounds, 1.1% hits; in the data active = inhibition above about 15%; inconclusive = no clear call, values can overlap the other calls
# Numbers without * were called inactive; u = inconclusive; x = no result given; & = joins results of further samples; [ ] = another dose, or the depositor's remark. Hits appear at their usual frequency. About 4% of those tested had a hit in this group.
SMILES,CASP6 VEID inh,ERp5 block,miR-122 sensor,ERAP1 HTS inh,CFTR F508del cor,DENV2 CPE rescue,SIRT5 inh
O=C(COC(=O)CNC(=O)c1ccc([N+](=O)[O-])o1)Nc1ncc(Cl)cc1Cl,5,-4,-10,1,3.9,2,1
Cn1cnc(S(=O)(=O)N2CCCCN3[C@H](C2)[C@H](c2ccc(C#CC4CCCC4)cc2)[C@@H]3CO)c1,-2,0,-2[16.7 µM],3,-2.5,-3,3
CCOc1ccc(-c2nnn(CC(=O)c3ccc4c(c3)OCCO4)n2)cc1OCC,4,1,-10,-2,2.0,-5,-1
Cc1ccccc1-n1nnnc1SCC(=O)c1c(N)n(C2CC2)c(=O)[nH]c1=O,1,0,x,-5,-0.1,3,-1
C[C@@H]1CCCCO[C@@H](CN(C)Cc2ccc(C(F)(F)F)cc2)[C@H](C)CN([C@H](C)CO)C(=O)c2cc(N(C)C)ccc2O1,0,0,-14[16.7 µM],-1,-1.5,-18,-1
N#C/C(=N\Nc1ccc([N+](=O)[O-])cc1)C(=N)N1CCOCC1,3,-5,x,8,-2.5,7,11
Nc1cc(=O)[nH]c(SCc2ccc(Cl)cc2Cl)n1,-2,-1,8,0,2.5,-1,-5
O=C(CSc1nc2ccccc2c(=O)n1-c1ccccc1Cl)NCC1CCCO1 (configuration not stated),1,1,-1,0,3.2,14,-1
C[C@@H]1CN([C@H](C)CO)C(=O)CCCn2cc(nn2)CO[C@H]1CN(C)C(=O)Nc1ccc(F)cc1,1&2&-1,-3&1&1,2,-4&5&-2,-1.3&-3.4&-3.3,-9&15&16,-2&0&-4
C[C@@H]1CN([C@H](C)CO)C(=O)c2cc(NC(=O)Nc3ccc(F)cc3)ccc2O[C@@H]1CN(C)C(=O)Nc1ccc(F)cc1,x,-5,-2[16.7 µM],1,0.5,x,-2
CC(C)C#Cc1cnc2c(c1)C(=O)N([C@H](C)CO)C[C@H](C)[C@@H](CN(C)C(=O)c1ccc3c(c1)OCO3)O2,1,6,0[16.7 µM],-2,-0.7,1,-1
CCOC(=O)CN1C(=O)CC(c2ccccc2)C1=O (configuration not stated),-4,2,3,0,-0.3,u,0
CCN(C(=S)Nc1ccc(C(C)=O)cc1)C1CCCCC1,-2,-7,x,0,1.6,x,21*
COC(=O)C[C@@H]1C=C[C@H](NC(=O)Cc2ccccn2)[C@@H](CO)O1,1,-1,x,-3,0.3,-4,x
COc1cccc(CNC(=O)c2cc(S(=O)(=O)N3CCCCC3)c[nH]2)c1,0,5,4,1,0.0,-3,x
CCCCC(=O)N/N=C(/C)C1=C(C)C(C)(C)OC1=O,-2,3,x,-2,-1.4,17,-2
C[C@@H]1CN([C@H](C)CO)C(=O)Cc2cc(NC(=O)Cn3cnnn3)ccc2O[C@@H]1CN(C)CC1CCCCC1,0,0,-6[16.7 µM],-2,-0.1,22*,6
COc1cc(CNC(C)c2ccccc2)c(Br)cc1OCC(N)=O (configuration not stated),80*,-10,4,0,-2.1,-5,-1
O=C(c1ccccc1)N1CCN(c2ccc([N+](=O)[O-])cc2-n2cccc2)CC1,0,4,x,7,1.0,-10,1
O=c1c2cc(F)ccc2sn1-c1ccccc1,-1,3,-2,24,-2.5,u,x
CC(C)NC(=O)C1(C)CN(S(C)(=O)=O)CC(=O)N1CCc1ccc(O)cc1 (configuration not stated),-1,-1,x,-2,0.1,-14,-1
CCCNC(=O)COC(=O)/C=C/c1ccco1,15,-7,x,-2,-2.8,-3,x
COc1ccc([C@H]2CC(=O)C[C@@H](CCn3cc(-c4ccccc4)nn3)O2)cc1,2,2,x,x,-2.0,18,x
CCCn1nnnc1NC(=O)c1cc(Cl)ccc1Cl,3,4,-9,3,x,5,-3
O=C1CCc2cc(NS(=O)(=O)c3ccccc3)cc3c2N1CC3,1,4,x,-1,3.1,0,1
COc1ccc(N2CC(NC(=O)N3CCN(C(=O)c4ccco4)CC3)CC2=O)cc1OC (configuration not stated),-1,-1,-9,3,0.5,u,0
COc1cccc2nc3c(C(=O)NCCN(C)C)cccc3cc12,-74,-9,1,5,4.5,17,-1
COc1cccc(C(=O)OCC(=O)c2c[nH]c3ccccc23)c1OC,0,-1,3,0,0.7,-3,1
C[C@@H]1CN([C@H](C)CO)C(=O)c2cc(C3=CCCCC3)cnc2O[C@@H]1CN(C)Cc1ccccc1F,-1,4,-27[16.7 µM],1,-0.5,-3,-4
COCC(=O)N1[C@H](CO)[C@@H](c2ccc(-c3cccc(F)c3)cc2)[C@@H]1C#N,0,-4,x,1,-0.7,u,1
O=C(C[C@@H]1C[C@H]2c3cc(NC(=O)CC4CC4)ccc3O[C@H]2[C@@H](CO)O1)NCc1ccc2c(c1)OCO2,-3,2,-1[16.7 µM],-1,-3.1,0,3
COC(=O)c1ccc(NS(=O)(=O)c2ccc(S(=O)(=O)N3CCOCC3)cc2)cc1,2,-3,-3,1,-0.5,-3,1
CN(C)Cc1cn(CC[C@H]2CC[C@H](NS(=O)(=O)c3ccccc3)[C@@H](CO)O2)nn1,0,-3,x,0,-0.7,1,-3
O=C(CCN1C(=O)c2ccccc2S1(=O)=O)NCc1ccccc1,1,1,1,-1,0.6,-5,-3
CCOC(=O)c1ccc2c(c1)C1C=CCC1C(C(=O)OCC)N2 (configuration not stated),12,2,-6,2,-2.0,-2,1
CSc1ncc(CO)n1Cc1ccccc1,-2,0,x,-5,0.8,-2,0
C[C@H](CO)N1C[C@H](C)[C@H](CN(C)C(=O)CN(C)C)Oc2cc(C#CCC3CCCC3)ccc2S1(=O)=O,1,-3,-4[16.7 µM],7,0.2,-15,-1
COCC(=O)N1C[C@@H](C)[C@H](OC)CN(C)C(=O)c2ccc(NS(C)(=O)=O)cc2OC[C@@H]1C,x,-2,x,x,-5.7,7,-1
CO[C@@H]1CN(C)C(=O)c2ccc(NC(=O)C3CCOCC3)cc2OC[C@@H](C)N(C(=O)Nc2ccc(C(F)(F)F)cc2)C[C@H]1C,3,5,x,0,-1.0,-8,-1
CCCN1CC(O)=C(C#N)C1=O,1,3,x,8,-0.4,-11,-4
C[C@H]1CN([C@@H](C)CO)C(=O)c2cc(NS(C)(=O)=O)ccc2O[C@@H]1CN(C)C(=O)Nc1ccc(F)cc1,1,1,-1[16.7 µM],-2,-4.5,5,-3
Cc1ccc(S(=O)(=O)N2CCN(C(=O)CNC(=O)c3ccc(Cl)cc3)CC2)cc1,-3,5,-1,-2,-1.9,0,-1
CCCCCNC(=O)C(=O)C1C(=O)Nc2ccccc21 (configuration not stated),1,-4,-9,0,-2.2,4,-4
CC(C)(C)OC(=O)N[C@@H](Cc1ccccc1)[C@H](O)c1ccco1,0,0,-6,1,1.6,6,x
CCOCCCNC(=O)C(c1ccc(OC)cc1)N(Cc1ccc2c(c1)OCO2)C(=O)c1cnccn1 (configuration not stated),0,-2,x,8,3.2,4,-5
CCOC(=O)C1(CCCc2ccccc2)CCN(C2CCSCC2)CC1,-3,0,x,-1,1.7,-1,1
CC(C)(C)c1cc(NC(=O)Nc2ccc(Cl)cc2Cl)no1,1,4,-2,4,-11,1,0
Cc1ccc2c(c1)C(c1ccccc1)C(=O)O2 (configuration not stated),0,4,-1,x,0.5,-3,-2

# Some of the entries so far, field by field.
COC(=O)c1ccc(NS(=O)(=O)c2ccc(S(=O)(=O)N3CCOCC3)cc2)cc1
  CASP6 VEID inh: 2 | ERp5 block: -3 | miR-122 sensor: -3 | ERAP1 HTS inh: 1 | CFTR F508del cor: -0.5 | DENV2 CPE rescue: -3 | SIRT5 inh: 1
C[C@H](CO)N1C[C@H](C)[C@H](CN(C)C(=O)CN(C)C)Oc2cc(C#CCC3CCCC3)ccc2S1(=O)=O
  CASP6 VEID inh: 1 | ERp5 block: -3 | miR-122 sensor: -4[16.7 µM] | ERAP1 HTS inh: 7 | CFTR F508del cor: 0.2 | DENV2 CPE rescue: -15 | SIRT5 inh: -1
CCOC(=O)C1(CCCc2ccccc2)CCN(C2CCSCC2)CC1
  CASP6 VEID inh: -3 | ERp5 block: 0 | miR-122 sensor: x | ERAP1 HTS inh: -1 | CFTR F508del cor: 1.7 | DENV2 CPE rescue: -1 | SIRT5 inh: 1

# The list continues:
SMILES,CASP6 VEID inh,ERp5 block,miR-122 sensor,ERAP1 HTS inh,CFTR F508del cor,DENV2 CPE rescue,SIRT5 inh
CCCNC(=O)N[C@@H]1C=C[C@H](CC(=O)NC2CCCCC2)O[C@@H]1CO,-2,-5,x,1,1.2,-2,-1
COc1cccc(CNS(=O)(=O)c2cc(Br)ccc2Br)c1OC,-1,-8,x,0,-1.9,u,-3
C=CCOc1ccc(/C=C\c2nc(O)c([N+](=O)[O-])c(=O)[nH]2)cc1OCC,33,0,6,10,-0.8,-3,4
NC(=O)CSCc1nc2ccccc2s1,10,1,x,4,x,x,4
COc1ccc(CNC(=O)c2cc(=O)c3ccccc3o2)cc1,0,-5,-5,-4,3.4,6,-2
CCOC(=O)c1c(S(=O)(=O)N2CCCCCC2)c(C)n(C)c1C,3,-7,0,1,1.1,-3,-1
COc1ccc(S(=O)(=O)N[C@@H]2C=C[C@@H](CC(=O)NCc3ccccc3F)O[C@H]2CO)cc1,-1,0,x,1,-2.4,1,3
Cc1cc2nc(CS(=O)(=O)c3ccccc3)cc(=O)n2[nH]1,15,4,4,-2,4.0,1,0
CC1(NC(=S)NCCCCCCNC(=S)NC2(C)CCS(=O)(=O)C2)CCS(=O)(=O)C1 (configuration not stated),4,5,6,-2,0.4,5,0
Cc1ccc(CNC(=O)Cn2c(=O)n(-c3ccccc3)c(=O)c3sccc32)cc1,6,1,-6,x,2.7,5,-1
COc1ccccc1NC1=CC(=O)CC(c2ccccc2)C1 (configuration not stated),0,-2,-2,0,-0.3,x,-1
CC1CCN(S(=O)(=O)c2ccc(C(=O)N3CCN(c4ccccc4F)CC3)cc2)CC1,1,0,0,-1,1.3,x,-1
CCc1ccc(C(=O)CN2C(=O)NC3(CCc4ccccc43)C2=O)cc1 (configuration not stated),-1,-1,x,-5,0.0,5,0
Cc1ccc(NC(=O)COC(=O)c2cccnc2)cc1,1,-13,-4,-2,-2.5,x,3
CCN(Cc1ccccc1)C(=O)Cc1c[nH]c2ccccc12,1,-4,6,-1,-0.9,4,-2
O=C(CNC(=O)C12CC3CC(CC(C3)C1)C2)NCc1ccccc1,0,-3,-3,0,0.1,0,1
CCn1c(CC(=O)Nc2ccccc2)nnc1SCC(=O)NC1CCCC1,5,-3,-2,-2,0.2,5,3
O=C(NC(Cc1ccccc1)C(=O)O)/C(=C/c1ccc([N+](=O)[O-])cc1)NC(=O)c1ccc(Br)o1 (configuration not stated),1,5,-2,0,1.9,-6,-1
C[C@@H]1CN([C@H](C)CO)C(=O)c2cccc(NS(=O)(=O)c3ccc(Cl)cc3)c2O[C@@H]1CN(C)Cc1ccc(C(F)(F)F)cc1,0,28*,12[16.7 µM],0,-1.9,-5,2
COc1ccc(Cn2cc(Cn3c4ccccc4c(=O)n3C(C)C)nn2)cc1,0,4,-1,-7,0.7,12,-21
COc1ccc(C(=O)NC(=S)Nc2ccc(CN3CCCCC3)cc2)cc1Cl,-10,1,x,-6,2.5,2,3
CC(C)NC(=O)N(C)C[C@@H]1Oc2ccc(NS(=O)(=O)c3ccc(Cl)cc3)cc2C(=O)N([C@H](C)CO)C[C@@H]1C,0,-6,9[16.7 µM],1,-0.1,4,-1
COc1ccc(S(=O)(=O)NCC(c2cccnc2)N2CCN(Cc3ccccc3)CC2)cc1 (configuration not stated),-15,7,-5,-1,0.0,18,0
COCCn1c(SCC(=O)NCc2ccc3c(c2)OCO3)nnc1-c1c[nH]c2ccccc12,1,1,13,3,-0.6,3,-1

# Source: PubChem BioAssay (Broad Institute)
